APJ antag: blocks the human apelin receptor APJ. CHO-K1 APJ beta-arrestin complementation, luminescence. inhibition, % at 20 µM. actives 0.32% (n = 330,000). AID 2521;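 active means inhibition above about 40% at 20 µM, limit read from the data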;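 further: cells challenged with 10 nM apelin-13 agonist together with compound; plate controls were apelin-13 plus DMSO wells for no effect and DMSO wells lacking apelin-13 for full effect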
Target sequence (P35414 whole entry, looked up): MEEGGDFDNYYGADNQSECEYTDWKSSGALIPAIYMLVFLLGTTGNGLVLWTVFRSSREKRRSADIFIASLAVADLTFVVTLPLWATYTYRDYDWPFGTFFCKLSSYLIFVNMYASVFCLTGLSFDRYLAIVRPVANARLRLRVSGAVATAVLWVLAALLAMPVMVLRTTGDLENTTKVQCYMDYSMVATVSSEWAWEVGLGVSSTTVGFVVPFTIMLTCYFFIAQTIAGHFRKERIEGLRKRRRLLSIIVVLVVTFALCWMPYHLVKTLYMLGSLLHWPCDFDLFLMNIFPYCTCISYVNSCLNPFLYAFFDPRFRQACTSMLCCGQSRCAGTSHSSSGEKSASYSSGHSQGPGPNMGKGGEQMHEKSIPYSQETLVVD
XBP1 UPR activ: adaptive UPR (XBP1) activation; CHO-XBP1 luciferase reporter, IRE1-XBP1 UPR activation, luminescence; percent of tunicamycin response, DMSO as zero; actives 0.33% (n = 330,000); activation, % at 20 µM;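 active means versus positive control, 20 µM dose yields 30% or more activation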;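 further: 100% = tunicamycin at 10 µg/mL and 0% = DMSO only wells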
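Material: CHO cell line with stable XBP1 luciferase reporter; buffer or medium: F12 medium containing 10% fetal bovine serum; compound: single point, 20 µM final compound, 1% DMSO; incubation: 6 h treatment, 37 °C; measured by: glow luminescence from Steady-Glo reagent; evaluation: activation, % of tunicamycin; control set: tunicamycin high, DMSO low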
UPR CHOP act: apoptotic UPR (CHOP) activation | activation, % at 10 µM | AID 449763 | CHO-CHOP luciferase reporter, luminescence; percent of tunicamycin response over DMSO baseline | actives 0.34% (n = 330,000);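 active means at 10 µM dose, activation of 40% or more, normalized to positive control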;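 further: 100% = tunicamycin at 10 µg/mL and 0% = DMSO alone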
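Evaluation: % reporter activation, DMSO baseline versus tunicamycin full activation; System: CHO-CHOP luciferase reporter cell line; Input: 500 cells/well; Incubation: 6 h compound treatment, 37 °C; Measured by: Steady-Glo luciferase luminescence; Dosing: one dose, 10 µM in 0.5% DMSO; Buffer or medium: F12 medium, 10% FBS; Benchmarks: positive tunicamycin 10 µg/mL, negative DMSO alone.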
tim23-1 inh: growth inhibitors of tim23-1 mutant yeast | S. cerevisiae tim23-1 growth, BacTiter-Glo luminescence, 24 h | AID 463212 | inhibition, % at 20 µM | actives 1.3% (n = 330,000);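 active means growth inhibition of the mutant yeast at or above 50%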;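 further: temperature-sensitive mutant grown at 25 °C; plate controls were DMSO-treated mutant yeast for no effect and medium wells lacking yeast for full effect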
CCR6 antagonist: antagonists of human CCR6 receptor. P51684. CHO-K1 CCR6 PathHunter beta-arrestin, luminescence, CCL20-stimulated. inhibition, % at 20 µM. actives 0.49% (n = 340,000). AID 493098;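 active means compounds whose inhibition of the agonist-driven luminescence signal at 20 µM reaches about 50%, limit read from the data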;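 further: cells stimulated with CCL20 at 14 nM final; plate controls were DMSO with CCL20 for no effect and DMSO without agonist for full effect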
APJ ag: APJ receptor agonism. P35414. CHO-K1 APJ PathHunter beta-arrestin, luminescence; 0% DMSO wells, 100% apelin. activation, % at 20 µM. actives 0.11% (n = 330,000);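 active means activation more than six SD over the plate average, tested at 20 µM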;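 further: 0% = DMSO alone and 100% = apelin-13 at 10 nM; some results filed as inactive read as strong as hits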
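Material: CHO-K1 APJ beta-arrestin complementation cell line; Input: cell density 1000 per well; Incubation: compound stimulation 90 min at 25 °C, detection 60 min; Signal: luminescence from split beta-galactosidase complementation, Galacton Star/Emerald II substrate; Controls: DMSO-only wells as negative, 10 nM Apelin-13 as positive control.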
CXCR6 block: CXCR6 (human) receptor inhibition. actives 0.36% (n = 360,000). AID 602244. CHO-K1 PathHunter CXCR6 beta-arrestin, luminescence. inhibition, % at 20 µM; in the data active means inhibition above about 34%, passing the limit was not always enough;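 further: antagonist mode with CXCL16 agonist at 10 nM final; 0% = 10 nM CXCL16 with DMSO and 100% = unstimulated wells without agonist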
Mdm2-MdmX inh: inhibitors of human Mdm2/MdmX interaction; O15151+Q00987; SaOS-2 split-luciferase Mdm2/MdmX complementation, luminescence; inhibition, % at 8 µM; actives 3% (n = 330,000); AID 485346;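 active means inhibition of at least 50% at 8 µM in the primary screen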
EBI2 block: blocks human EBI2 receptor beta-arrestin signaling. P32249. EBI2 beta-arrestin recruitment, luminescence, 7a,25-OHC stimulated. inhibition, % at 5 µM. actives 0.81% (n = 360,000). AID 651636; in the data active means inhibition above about 38%;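 further: enzyme fragment complementation signal reports receptor beta-arrestin coupling in cells; 0% = agonist plus DMSO wells and 100% = wells without agonist; some results beyond the cut were filed as inactive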
Target sequence (P32249 whole entry, looked up, the tested form may be a part): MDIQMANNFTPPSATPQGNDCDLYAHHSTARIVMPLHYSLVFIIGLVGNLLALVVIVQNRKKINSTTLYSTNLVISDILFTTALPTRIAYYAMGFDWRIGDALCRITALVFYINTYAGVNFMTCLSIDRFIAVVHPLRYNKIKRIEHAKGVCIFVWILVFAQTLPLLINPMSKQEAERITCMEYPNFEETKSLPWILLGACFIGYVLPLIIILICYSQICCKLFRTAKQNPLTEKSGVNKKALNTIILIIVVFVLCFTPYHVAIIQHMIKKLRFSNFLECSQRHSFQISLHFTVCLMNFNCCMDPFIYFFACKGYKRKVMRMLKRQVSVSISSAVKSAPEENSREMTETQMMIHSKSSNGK
* hit, by the source's call; . = no result given. An excerpt (hit frequency here may not be typical).

SMILES	APJ antag	XBP1 UPR activ	UPR CHOP act	tim23-1 inh	CCR6 antagonist	APJ ag	CXCR6 block	Mdm2-MdmX inh	EBI2 block
O=C(NCc1ccco1)c1ccc(Br)c(S(=O)(=O)N2CCCCC2)c1	4	0	-0.6	4	10	3	-8	5	11
CCNC(=O)N1C(CC(=O)OCC)C(=O)NC2CCCCC21 (stereo not given)	12	0	0.2	10	-9	0	3	16	7
CCn1c(/C=C/Nc2ccccc2)[n+](CC)c2ccc(C(=O)OCC(F)(F)F)cc21	-4	-3	2.1	-3	1	4	2	51*	-9
Cc1cc(CNC(=O)C(C)n2cc([N+](=O)[O-])cn2)c2ccccc2n1 (stereo not given)	6	-2	0.8	-4	12	-1	-4	-3	-12
COCC(=O)Nc1nc(-c2ccccc2)c(C)s1	-5	-2	-1.0	19	-5	-3	4	13	0
CC(Sc1nnc(-c2ccncc2)n1C)C(=O)Nc1nccs1 (stereo not given)	0	-1	-1.8	-5	-5	-1	6	5	-2
O=C1CC(N2CCN(Cc3ccccc3)CC2)C(=O)N1 (stereo not given)	7	4	-2.2	-2	11	-3	-13	2	-2
CN(C(=O)C1CCOC1)c1nnc(-c2ccncc2)s1 (stereo not given)	11	0	-0.2	8	12	6	-6	33	-11
C=CC1=C(C(=O)O)N2C(=O)[C@@H](NC(=O)/C(=N\OCC(=O)O)c3csc(N)n3)[C@H]2SC1	-11	-1	-1.9	-16	1	-2	-3	16	0
CN1CCN(c2ccc(NC(=O)COc3ccccc3Cl)cc2)CC1	-27	4	6.3	-17	-7	-4	-6	10	-7
COc1ccc(N(C(=O)C(C)C)S(=O)(=O)c2cccs2)cc1	18	-2	0.8	-15	12	-4	3	20	-5
COc1ccc(S(=O)(=O)Nc2cccc3c2O[C@@H](CN(C)CC2CC2)[C@@H](C)CN([C@@H](C)CO)C3=O)cc1	-2	-4	1.2	9	14	-3	-6	13	1
CCc1cccc2c(C(=O)CSc3nncn3-c3ccccc3OC)c[nH]c12	7	0	-1.0	-12	8	-2	2	12	7
NC(=O)c1cc2cc(Cl)ccc2oc1=O	-11	-4	-1.6	16	-3	-5	-2	23	-6
Cc1ccc(-n2c(CNc3ccc(C)c(Cl)c3)n[nH]c2=S)cc1	12	0	-1.4	42	-1	0	-4	14	0
O=C(CN1CCN(c2ccccn2)CC1)NC1CCCCC1	15	-4	-1.4	9	-9	0	-16	15	-10
COc1cccc(-n2ccnc2SCC(=O)NCc2ccccc2)c1	14	-2	-1.2	20	-2	1	1	0	0
Cc1cc(Nc2ccc(C(=O)O)cc2)n2nc(C)nc2n1	16	4	-0.5	10	-3	-2	6	-34	-5
CCOc1ccc(S(=O)(=O)NC2CC2)cc1C(N)=O	11	-2	1.4	-1	-7	-1	8	0	-6
C=CCSC1=C(C#N)C(c2ccccc2OC)CC(=O)N1 (stereo not given)	27	-6	0.9	24	5	-3	-4	21	0
O=C(/C=C/c1cccc([N+](=O)[O-])c1)NCc1ccco1	0	4	2.8	18	14	-1	-1	7	-7
Cn1c(C(=O)N/N=C/c2ccccc2)cc2ccccc21	4	-5	7.8	17	-4	1	-7	-8	15
COc1ccc(C2NC(=O)NC(C)=C2C(=O)OCc2ccc3c(c2)OCO3)cc1OC (stereo not given)	5	-1	0.1	-5	-10	-5	-6	-22	-12
O=C(COc1ccc(Cl)cc1)Nc1ccc2c(c1)C(=O)NC2=O	5	0	1.4	-4	0	-1	-6	0	12
COc1ccc(NC(=O)Cc2c(Cl)cccc2Cl)cn1	11	1	-1.5	11	0	-1	2	-24	-4
O=C(O)c1cccc(NC(=O)c2ccccc2NC(=O)c2ccco2)c1	-55	1	-1.1	-7	-4	-2	1	11	-10
OC(COc1ccc(Cl)cc1)CN1C2=NCCCN2c2ccccc21 (stereo not given)	-4	-2	0.6	0	1	-3	-2	6	13
CC1(C)CC(C)(O)N(Cc2ccccc2)C(=S)N1 (stereo not given)	-1	-2	1.1	-12	-2	-3	10	-1	-3
O=C(Cc1cccs1)OCC(=O)c1ccco1	3	0	-1.4	12	9	-3	3	-2	-6
COC(=O)C1=C(C)N(Cc2ccccc2)C(=NCCCCO)N[C@H]1c1cccc(C(F)(F)F)c1	12	1	-1.0	-3	-1	-5	7	52*	-1
CCOC(=O)Cc1cnc(NC(=O)CSc2nc(N)cc(=O)[nH]2)s1	5	-1	1.2	20	4	0	-2	0	0
COc1ccc(C2=Nn3c(nnc3C(F)(F)F)SC2)cc1	0	4	2.2	35	7	-6	0	31	3
Cc1ccc(C(=O)N/C(=C\c2sccc2C)C(=O)NCc2ccncc2)cc1	6	-2	-0.3	5	-2	2	-2	-1	-4
O=C(CCC(=O)c1ccc(Br)cc1)Nc1cccnc1	6	3	-0.4	-6	10	0	-2	18	-5
CC(C)c1cc(C(=O)N/N=C/c2cccnc2)cs1	-16	1	3.9	15	-13	3	-6	8	-3
Cc1cc(OCCCn2ccnc2)cc(C(C)C)c1	1	-3	1.0	-6	6	0	-1	-1	-13

Sorted by count of non-hydrogen atoms (descending): some entries from above
SMILES	APJ antag	XBP1 UPR activ	UPR CHOP act	tim23-1 inh	CCR6 antagonist	APJ ag	CXCR6 block	Mdm2-MdmX inh	EBI2 block
COC(=O)C1=C(C)N(Cc2ccccc2)C(=NCCCCO)N[C@H]1c1cccc(C(F)(F)F)c1	12	1	-1.0	-3	-1	-5	7	52*	-1
COc1ccc(C2NC(=O)NC(C)=C2C(=O)OCc2ccc3c(c2)OCO3)cc1OC (stereo not given)	5	-1	0.1	-5	-10	-5	-6	-22	-12
Cc1ccc(C(=O)N/C(=C\c2sccc2C)C(=O)NCc2ccncc2)cc1	6	-2	-0.3	5	-2	2	-2	-1	-4
O=C(O)c1cccc(NC(=O)c2ccccc2NC(=O)c2ccco2)c1	-55	1	-1.1	-7	-4	-2	1	11	-10
OC(COc1ccc(Cl)cc1)CN1C2=NCCCN2c2ccccc21 (stereo not given)	-4	-2	0.6	0	1	-3	-2	6	13
CCOC(=O)Cc1cnc(NC(=O)CSc2nc(N)cc(=O)[nH]2)s1	5	-1	1.2	20	4	0	-2	0	0
O=C(COc1ccc(Cl)cc1)Nc1ccc2c(c1)C(=O)NC2=O	5	0	1.4	-4	0	-1	-6	0	12
COc1ccc(C2=Nn3c(nnc3C(F)(F)F)SC2)cc1	0	4	2.2	35	7	-6	0	31	3
O=C(CCC(=O)c1ccc(Br)cc1)Nc1cccnc1	6	3	-0.4	-6	10	0	-2	18	-5
Cc1cc(OCCCn2ccnc2)cc(C(C)C)c1	1	-3	1.0	-6	6	0	-1	-1	-13
CC1(C)CC(C)(O)N(Cc2ccccc2)C(=S)N1 (stereo not given)	-1	-2	1.1	-12	-2	-3	10	-1	-3
O=C(Cc1cccs1)OCC(=O)c1ccco1	3	0	-1.4	12	9	-3	3	-2	-6

(list continues)
SMILES	APJ antag	XBP1 UPR activ	UPR CHOP act	tim23-1 inh	CCR6 antagonist	APJ ag	CXCR6 block	Mdm2-MdmX inh	EBI2 block
COCCN(C(=O)CCC(=O)Nc1nccs1)C(C(=O)NC(C)(C)C)c1ccc(Cl)cc1 (stereo not given)	-8	-1	0.0	-1	8	-4	-4	-8	-4
CCN(CC)CC(=O)N(CC(=O)Nc1c(C)cc(C)cc1C)C1CCCCC1	6	-1	-3.6	-4	1	-5	-2	6	-2
CCN(CC(=O)Nc1c(F)cccc1F)C(=O)CNC(=O)c1sc2ccccc2c1Cl	-29	-1	1.2	-3	-9	-2	-3	-13	4
O=C(CSc1nnc(Cc2ccccc2)o1)Nc1ccc2c(c1)OCO2	14	3	2.5	-2	4	1	-9	-32	-5
CCNc1ccccc1CP(=O)(c1ccccc1)c1ccccc1O (stereo not given)	-31	-1	186*	2	-3	6	.	13	.
Cn1c(=O)n(C)c2cc(/C=N/NC(=O)c3cc4cc(Br)ccc4o3)ccc21	-7	-1	2.6	-11	1	4	-14	24	-9
CCOC(=O)CNC(=O)CNC(=O)c1nn(-c2ccc(OC)c(OC)c2)c(=O)c2ccccc12	6	-4	2.5	19	6	0	-3	4	-19
CCCCCN(C(=O)CCC(=O)OCC(=O)c1ccc(C(C)(C)C)cc1)c1c(N)n(CCCC)c(=O)[nH]c1=O	-18	8	4.8	4	8	-5	10	7	5
COc1ccc(C(=O)C2CCCN(C(=O)c3cccnc3OC)C2)c(C)c1 (stereo not given)	-1	-3	1.1	-1	19	1	-8	9	3
CC1CCCCC1NS(=O)(=O)c1ccc2c(c1)CCC(=O)N2 (stereo not given)	-6	-1	0.7	14	1	-1	5	0	4
COc1cccc(/C=C/C(=O)OCC(=O)NC2CCCCCCC2)c1	-7	-1	-2.2	36	13	-2	6	25	23
C[C@H](CO)N1C[C@H](C)[C@@H](CN(C)S(=O)(=O)c2cn(C)cn2)Oc2c(NC(=O)Nc3ccc(C(F)(F)F)cc3)cccc2C1=O	3	1	-1.2	-5	7	-1	-8	13	1

Pulled by compound from the entries so far (2):
SMILES	APJ antag	XBP1 UPR activ	UPR CHOP act	tim23-1 inh	CCR6 antagonist	APJ ag	CXCR6 block	Mdm2-MdmX inh	EBI2 block
Cn1c(=O)n(C)c2cc(/C=N/NC(=O)c3cc4cc(Br)ccc4o3)ccc21	-7	-1	2.6	-11	1	4	-14	24	-9
COc1ccc(C(=O)C2CCCN(C(=O)c3cccnc3OC)C2)c(C)c1 (stereo not given)	-1	-3	1.1	-1	19	1	-8	9	3

Remaining list, next part:
SMILES	APJ antag	XBP1 UPR activ	UPR CHOP act	tim23-1 inh	CCR6 antagonist	APJ ag	CXCR6 block	Mdm2-MdmX inh	EBI2 block
O=[N+]([O-])c1ccc(N2CCN(S(=O)(=O)c3ccccc3)CC2)cc1NCCN1CCOCC1	1	-2	-1.0	19	28	-3	11	0	10
Cc1ccc2[nH]c(SCC(=O)N3CCOCC3)nc2c1C	13	-7	3.9	9	2	-3	0	-54	-1
CCc1ccc(/C=N/NC(=O)Cc2ccc(OC)c(OC)c2)s1	-12	0	0.0	22	2	-10	-2	32	0
COc1ccc(N(Cc2cc3ccc(C)cc3[nH]c2=O)C(=O)C2CCCO2)cc1 (stereo not given)	-5	3	-0.4	10	7	-2	-2	-21	7
CC1CCCCN1C(=O)CCNC(=O)Cn1cnc2ccccc2c1=O (stereo not given)	1	-3	0.2	3	-2	-1	1	-16	0
O=C(O)CCCN1C(=O)C2C3CC(C2C1=O)C1C(c2ccccc2)c2sc(=O)[nH]c2SC31 (stereo not given)	30	3	11	-2	-14	-4	0	-16	1
